# rTrxR1 inhibitor = rat TrxR1 inhibition; O89049; recombinant rTrxR1, NADPH fluorescence consumption, selenite substrate; Potency, µM (highest dose often 114 µM), for inactives: at the highest dose activity change, negative = inhibition, most hits filed as inhibitors; 390,000 tested, 1% active; AID 588453; note: potency is the fitted concentration of half-maximal effect; % is set by controls: 0 for no effect and ±100 for the full control effect; nearly all actives have a fitted effect of over 65% in size
# Target sequence (O89049 whole entry, looked up): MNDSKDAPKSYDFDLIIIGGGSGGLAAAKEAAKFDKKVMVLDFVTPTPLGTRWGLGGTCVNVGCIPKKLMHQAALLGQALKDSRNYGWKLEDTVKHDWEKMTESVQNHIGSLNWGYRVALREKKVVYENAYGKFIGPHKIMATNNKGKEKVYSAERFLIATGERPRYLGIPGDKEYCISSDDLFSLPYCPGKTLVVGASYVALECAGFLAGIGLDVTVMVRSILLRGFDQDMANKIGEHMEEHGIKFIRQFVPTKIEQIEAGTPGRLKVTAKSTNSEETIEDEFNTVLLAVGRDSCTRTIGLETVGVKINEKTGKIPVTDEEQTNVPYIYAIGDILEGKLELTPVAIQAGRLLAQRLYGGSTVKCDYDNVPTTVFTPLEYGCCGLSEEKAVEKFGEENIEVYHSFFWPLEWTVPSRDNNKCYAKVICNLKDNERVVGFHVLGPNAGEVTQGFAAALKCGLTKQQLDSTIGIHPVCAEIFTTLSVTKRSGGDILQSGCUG
#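 Rat TrxR1 (90 nM in the dispensed reagent) was pre-reduced with 400 uM NADPH for 5 min at room temperature, then incubated with compound for 15 min. After 400 uM selenite was added, NADPH fluorescence (Ex 340/Em 450 nm) was followed for 8 min.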
# USP1 inh = blocks the human USP1/UAF1 deubiquitinase complex. O94782. recombinant USP1/UAF1, Ub-Rhodamine cleavage fluorescence. AID 743255. 390,000 tested, 0.23% active. Potency, µM (top dose mostly 57.1 µM), inactives show top-dose activity change, negative = inhibition, usual class: inhibitors; note: potency is the fitted concentration of half-maximal effect; % is set by controls: 0 for no effect and ±100 for the full control effect; nearly all actives have a fitted effect of over 60% in size; inactives centre near -12
#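 USP1/UAF1 complex at 1 nM was preincubated with compound for 15 min at room temperature, then Ub-Rho substrate (150nM final) was added. Fluorescence (480/540 nm) was read kinetically, 6 reads every 60 seconds.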
# D2 agonist = D2 dopamine receptor (human) agonism | activation, % at 2 µM | HEK293 T-REx D2 cells, calcium flux agonist mode | 340,000 tested, 0.53% active;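 active = activation over 3 SD above normal in the single-dose calcium agonist read, cut at about 30% in these data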; note: 0% is about no effect
# Target sequence (P14416 whole entry, looked up): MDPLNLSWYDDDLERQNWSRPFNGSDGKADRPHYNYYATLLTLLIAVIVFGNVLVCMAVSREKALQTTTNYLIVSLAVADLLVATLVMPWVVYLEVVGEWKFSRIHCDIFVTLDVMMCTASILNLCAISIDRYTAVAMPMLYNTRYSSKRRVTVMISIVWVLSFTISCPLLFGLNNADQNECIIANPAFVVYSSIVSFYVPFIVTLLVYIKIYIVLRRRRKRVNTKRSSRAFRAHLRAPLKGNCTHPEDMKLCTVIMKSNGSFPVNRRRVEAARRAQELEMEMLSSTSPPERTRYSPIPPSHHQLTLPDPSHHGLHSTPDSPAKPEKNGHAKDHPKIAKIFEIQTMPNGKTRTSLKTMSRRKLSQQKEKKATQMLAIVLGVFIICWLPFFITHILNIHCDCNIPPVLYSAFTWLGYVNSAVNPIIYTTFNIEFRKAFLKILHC
#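 In this primary screen, compounds producing a positive calcium signal within 180 s of addition to tetracycline-induced, force-coupled HEK293 Trex D2 cells are flagged; cells are dye-loaded with a no-wash calcium kit beforehand.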
# D2 antag = antagonists of human D2 dopamine receptor; P14416; HEK293 TREx D2 cells, calcium flux, dopamine EC80; inhibition, % at 10 µM; 340,000 tested, 2% active; in the data active = inhibition above about 30%; note: 0% is about no effect
#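 Tetracycline-induced HEK293 TREx cells expressing D2 receptor forced-coupled to calcium signalling, loaded with no-wash calcium dye. Compounds added and calcium flux read 180 s, then dopamine added at EC80 and read a further 180 s.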
# TRHR agonist = TRH receptor (human) agonism; P34981; TRHR cells, calcium flux fluo-8, FDSS agonist mode; activation, % at 2 µM; 360,000 tested, 0.18% active; AID 493084; in the data active = activation above about 30%; note: 0% is about no effect
#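 In this calcium-flux screen, cells bearing human TRHR are dye-loaded with fluo-8, baselined for 10 cycles, then exposed to library compounds; positive kinetic calcium responses during the agonist phase mark hits, with TRH as control.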
# mIDH1 inhibitor = blocks human mutant IDH1 R132H enzyme. 390,000 tested, 0.093% active. Potency, µM (highest dose often 76.6 µM), inactives show at the highest dose activity change, negative = inhibition, most hits filed as inhibitors. AID 602179. O75874. IDH1-R132H enzyme, NADPH consumption, diaphorase/resazurin fluorescence; note: potency is the fitted concentration of half-maximal effect; % is set by controls: 0 for no effect and ±100 for the full control effect; nearly all actives have a fitted effect of over 65% in size
#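 IDH1-R132H (0.5 ug/mL) preincubated 30 min with compound, then NADPH (0.016 mM) and alpha-KG (2 mM) added; 80 min at RT, pH 7.5. Remaining NADPH coupled via diaphorase/resazurin to fluorescence (540/590 nm); concentration-response curves normalized to no-enzyme control.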
# PI4K2A inh = inhibitors of human PI4K2A; Q9BTU6; purified PI4K2A, ADP-Glo luminescence, 1 h; stronger effect = lower value; activity change, negative = inhibition, % at 76.9 µM; 420,000 tested, 0.13% active; AID 1346378; in the data active = activity change below about -50%; inconclusive = mostly about -30% to -49%;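 note: -100% = wells without enzyme as full effect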
#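 In this quantitative HTS, ADP production by PI4K2A was quantified luminescently after 1 h at ambient temperature; 100 microM adenosine served as plate-quality control.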
# TrxR1 substrate = substrates of rat thioredoxin reductase 1; O89049; 390,000 tested, 0.01% active; AID 588456; purified TrxR1 substrate turnover, NADPH consumption readout; Potency, µM (top dose mostly 114 µM), for the others: at the highest dose activity change, negative = substrate turnover; note: potency is the fitted concentration of half-maximal effect; % is set by controls: 0 for no effect and ±100 for the full control effect; nearly all actives have a fitted effect of over 50% in size
#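 Rat TrxR1, dispensed at 90 nM, was prereduced with 400 uM NADPH (final) for 5 min at ~22 deg C, then incubated with compound 15 min before 400 uM selenite. A first-read NADPH fluorescence drop versus no-compound background flagged substrates.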
# TRHR PAM = allosteric enhancers of human TRH receptor; P34981; TRHR cells, fluo-8 calcium fluorescence, EC20 TRH enhancement; enhancement, % at 2 µM; 360,000 tested, 0.66% active; AID 493056; in the data active = enhancement above about 30%; note: 0% is about no effect
#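 Enhancer read-out: after compound pinning and an initial kinetic agonist-mode read, an EC20 of TRH (10 nM final) was injected and fluo-8 calcium signal (Ex 480/Em 530) followed at 1 s/cycle for 100 cycles in TRHR-expressing cells.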
# Numbers without * were called inactive; u = inconclusive; x = not tested or not shown; & = joins results of further samples; [ ] = dose if it differs, or a comment. Unless noted, calls come from the whole dose curve; as a rule, active = well fitted inhibition curve with a large enough effect; inconclusive = small, poorly fitted or top-dose-only effect; inactive = no such curve, though single readings can be large or run the other way.
SMILES	rTrxR1 inhibitor	USP1 inh	D2 agonist	D2 antag	TRHR agonist	mIDH1 inhibitor	PI4K2A inh	TrxR1 substrate	TRHR PAM
CC(OC(=O)CNC(=O)c1ccc(Cl)c(Cl)c1)C(=O)N1CCOCC1 (stereo unspecified)	9%	-20%	0.7	9	0.3	2%	-2	-1%	3
COc1ccc(NC(C)=O)cc1NC(=O)CN1CCN(CC(=O)Nc2ccccc2Cl)CC1	14%[57.1 µM]	-6%	0.7	-12	-0.6	2%	2	7%[57.1 µM]	3
Cc1ccc(S(=O)(=O)NC(CC(=O)NCC2CCCO2)c2ccccc2)cc1 (stereo unspecified)	26%	-7%	-0.3	-5	-0.3	-6%	3	0%	1
CC(=O)c1cccc(NC(=O)CN2C(=O)COc3ccc(S(=O)(=O)N4CCOCC4)cc32)c1	u	-20%	-0.1	3	0.0	3%	-3	-1%	8
Cc1ccc(OCC(=O)N2CCC(C)CC2)c([N+](=O)[O-])n1	-25%	-16%	x	x	-0.1	-1%	2	-3%	0
CC(C)N=C(NC#N)SCc1ccccc1F	3%	2%	-0.9	3	-1.3	0%	1	1%	0
CCOC(=O)N1CCN(C(=O)COc2ccc3oc4c(c3c2)CCCC4)CC1	6%	-21%	0.3	-9	0.9	2%	-2	8%	-7
COc1cccc(C(=O)OCC(=O)Nc2ccc(N3CCOCC3)cc2)c1	34%	-22%	-0.1	12	-0.3	-5%	u	5%	-3
COCCCn1c(=S)[nH]c2sc3c(c2c1=O)CCCS3	-21%[57.1 µM]	3%	-3.4	0	0.0	9%	-10	2%[57.1 µM]	0
Cc1c(O)nc(SC2CC(=O)N(c3cc(Cl)cc(Cl)c3)C2=O)[nH]c1=O (stereo unspecified)	11%[57.1 µM]	-6%	x	x	x	4%	-8	9%[57.1 µM]	x
COc1ccc(NC(=S)N2CCC(C(=O)c3ccc(F)cc3)CC2)c(OC)c1	8%	-4%	x	x	0.0	2%	3	1%	-2
CCN(CC)CCOC(=O)c1ccc(N/C=C(/C#N)c2nc(-c3ccc4c(c3)OCO4)cs2)cc1	17%[57.1 µM]	u	-0.7	6	0.5	-2%	0	-2%	3
Cc1cc(C)c(S(=O)(=O)n2nc(C)c(Br)c2C)c(C)c1	15%	-3%	-1.8	4	-0.9	3%	4	5%	-3
COc1ccc(C(=O)c2c(C)c3cc(C)ccc3n2CC(O)CN2CCOCC2)cc1 (stereo unspecified)	13%	-5%	-0.3	3	0.6	8%	-2	-4%	4
COc1cc(/C=C/C(=O)OC(C)C(=O)Nc2c(C)n(C)n(-c3ccccc3)c2=O)ccc1OCC#N (stereo unspecified)	-6%	-17%	0.1	11	0.7	-7%	1	14%	1
CC1=C(C(=O)OCc2ccc3c(c2)OCO3)C(c2ccc(Cl)cc2)NC(=O)N1 (stereo unspecified)	14%	-14%	0.1	0	0.4	u	-2	-11%	2
Cc1cccnc1NC(=O)CCc1nnc2ccc(N3CCC4(CC3)OCCO4)nn12	-7%	-19%	0.2	0	0.3	-2%	-2	-13%	-5
CCN1C(=O)[C@H]2[C@@H](c3ccc(-c4ccc(OC)cc4)c(OC)c3)N3CCCC[C@@]3(C(=O)OC)[C@H]2C1=O	11%	-10%	x	x	1.1	u	3	1%	-2
Cc1cc(/C=C2\SC(=S)NC2=O)c(C)n1-c1ccc(O)cc1	u	-19%	-1.7	-6	-0.3	-9%	-2	-15%	3
COc1cc2c(cc1OC)C(NC(=O)c1ccc(C)cc1)CC2=O (stereo unspecified)	-2%	-5%	-1.3	21	-0.5	-8%	-1	1%	2
O=C(/C=C\c1ccco1)Nc1nc(-c2ccccc2)cs1	4%	-3%	-1.0	10	-0.9	0%	0	-3%	-4
Cc1ccc(N(CC(=O)NCc2ccc3c(c2)OCO3)C(=O)CCC(=O)Nc2ccccn2)cc1	4%[57.1 µM]	-6%	-1.0	5	0.2	3%	-5	-1%[57.1 µM]	0
O=C1C2C3C=CC(CC3)C2C(=O)N1/N=C/c1ccccc1O (stereo unspecified)	10%[57.1 µM]	-13%	-1.3	0	0.2	-4%	-3	6%	-1
COc1cccc(C(=O)C2CCCN(C(=O)c3cccc(C#CC(C)(C)O)c3)C2)c1 (stereo unspecified)	4%	-22%	0.5	7	0.0	4%	2	-5%	5
CC(=O)c1ccc(-n2c(SCC(=O)c3c[nH]c4ccccc34)nc3ccccc3c2=O)cc1	21%	-19%	-1.0	-8	-1.8	2%	2	2%	17

# Two entries from above, with values under each structure:
# Screens in order: rTrxR1 inhibitor, USP1 inh, D2 agonist, D2 antag, TRHR agonist, mIDH1 inhibitor, PI4K2A inh, TrxR1 substrate, TRHR PAM
- COc1cccc(C(=O)C2CCCN(C(=O)c3cccc(C#CC(C)(C)O)c3)C2)c1 (stereo unspecified)
 : 4%, -22%, 0.5, 7, 0.0, 4%, 2, -5%, 5
- CC(=O)c1ccc(-n2c(SCC(=O)c3c[nH]c4ccccc34)nc3ccccc3c2=O)cc1
 : 21%, -19%, -1.0, -8, -1.8, 2%, 2, 2%, 17

# Part of the list above in order of formula weight, rising.
SMILES	rTrxR1 inhibitor	USP1 inh	D2 agonist	D2 antag	TRHR agonist	mIDH1 inhibitor	PI4K2A inh	TrxR1 substrate	TRHR PAM
CC(C)N=C(NC#N)SCc1ccccc1F	3%	2%	-0.9	3	-1.3	0%	1	1%	0
CCOC(=O)N1CCN(C(=O)COc2ccc3oc4c(c3c2)CCCC4)CC1	6%	-21%	0.3	-9	0.9	2%	-2	8%	-7
Cc1ccc(N(CC(=O)NCc2ccc3c(c2)OCO3)C(=O)CCC(=O)Nc2ccccn2)cc1	4%[57.1 µM]	-6%	-1.0	5	0.2	3%	-5	-1%[57.1 µM]	0

# The list continues:
SMILES	rTrxR1 inhibitor	USP1 inh	D2 agonist	D2 antag	TRHR agonist	mIDH1 inhibitor	PI4K2A inh	TrxR1 substrate	TRHR PAM
Cc1c(NC(=O)c2cccc(NC(=O)COc3cccc(Br)c3)c2)c(=O)n(-c2ccccc2)n1C	8%	-25%	x	x	x	11%	8	-4%	x
CC1(C)Nc2cccc3cccc(c23)N1	-9%	-21%	x	x	x	-1%	-4	300%[activator]	x
COc1cccc(CNC(=O)CCNC(=O)N2CCn3c2nc2ccccc23)c1	24%[57.1 µM]	-19%	-0.7	-12	-0.5	0%	4	4%[57.1 µM]	1
CCOc1ccc(CN2CCN(Cc3ccsc3)C(CCO)C2)cc1CO (stereo unspecified)	20%	2%	-1.1	2	0.0	-3%	2	7%	2
O=C(NCc1ccc2c(c1)OCO2)C1CCCN1C(=O)Nc1ccc(F)cc1 (stereo unspecified)	9%	0%	-0.8	2	-0.1	3%	6	1%	2
CCOc1ccccc1N(C(=O)CNS(=O)(=O)c1ccccc1)C(CC)C(=O)NCc1ccco1 (stereo unspecified)	25µM*	-2%	-1.3	7	0.3	6%	-2	-2%	0
O=C(Nc1cccc(-n2cnnn2)c1)c1ccoc1COc1ccc(Cl)cc1	-12%	-8%	-0.4	-15	0.9	4%	5	-9%	-10
CCOC(=O)CSc1ccc(C(=O)Nc2ccc(Cl)cc2)cn1	24%	-12%	-0.6	25	-0.2	24%	-5	3%	-7
COCCn1c(C)cc(C(=O)COC(=O)CNC(=O)c2ccco2)c1C	6%	-3%	0.4	-8	0.8	2%	-2	-6%	-6
CN(C(=O)c1c[nH]c(=O)cc1C(F)(F)F)c1ccc(Cl)c(Cl)c1	3%	-12%	0.2	7	0.1	-4%	-23	-2%	-5
COc1ccc(CN(CC2CCC(C(=O)O)CC2)C(=S)Nc2cc(C)cc(C)c2)cc1 (stereo unspecified)	7%	-1%	0.4	2	-0.3	0%	-5	4%	-3
O=C(O)c1cccc2c1Cc1cc(Cl)ccc1-2	-9%[2.29 µM]	-23%	x	x	x	4%	-2	-6%[2.29 µM]	x
COc1ccccc1CCNC(=O)Nc1cccc([N+](=O)[O-])c1	7%	-27%	-0.2	-20	-0.6	3%	0	-1%	-1
COc1cc2c(cc1OC)C(c1ccc(-c3ccc(Cl)c(Cl)c3)o1)=NCC2	u	-25%	0.5	8	1.5	u	8	-8%&0%	-1
CCOc1ccc(Cc2nnc(SCC(=O)Nc3ccc(OC)cc3)n(N)c2=O)cc1	12%	-12%	-0.4	-6	0.2	6%	5	6%	7
O=C(COC(=O)c1ccccn1)NCc1ccc(Cl)cc1Cl	15%	-8%	-0.5	7	-0.5	1%	-4	6%	-4
Cc1nn(C)cc1/C=C1\CCC/C(=C\c2cn(C)nc2C)C1=O	-31%	-15%	-0.5	-3	-0.5	7%	8	-11%	-1
Cc1oc(-c2ccccc2F)nc1CS(=O)(=O)CC(=O)N1CCN(c2cccc(C(F)(F)F)c2)CC1	1%	-15%	-0.5	x	-0.1	8%	-1	-2%	3
CCOC(=O)CSC1=C(C#N)C(c2ccccc2Cl)C(C(=O)OC)C(=O)N1 (stereo unspecified)	17%	-8%	-1.3	-1	0.4	7%	-9	3%	-4
CC(=O)N1c2ccc(S(=O)(=O)N3CCC(C(=O)NCCc4ccc(Cl)cc4)CC3)cc2CC1C (stereo unspecified)	16%	-11%	-0.4	1	-0.1	0%	-10	-3%	-7
COc1ccc(-c2nc(CN3CCC(C(=O)N4CCc5ccccc54)CC3)c(C)o2)cc1OC	12%[57.1 µM]	-10%	0.6	11	0.2	5%	-1	11%[57.1 µM]	5
CC(C)n1cnnc1SCC(=O)Nc1ccc(N2CCCCC2)cc1	-3%[57.1 µM]	-13%	-0.9	-10	-0.3	2%	-18	1%[57.1 µM]	1
COc1ccc(/C=C/C(=O)OCC(=O)c2c[nH]c3ccccc23)cc1	26%	-15%	-0.2	6	0.3	-1%	4	8%	-2
Cc1cc(C)cc(NC(=S)NCc2ccncc2)c1	2%[57.1 µM]	2%	-0.7	17	-1.7	3%	-3	6%[57.1 µM]	-2
O=C(N/N=C(\Cc1ncc[nH]1)c1ccccc1)c1ccncc1	-4%[57.1 µM]	-2%	x	x	-0.1	-1%	-2	7%[57.1 µM]	5

# Screens as filed in PubChem.
